ARNT-TACC3 inh – disruptors of ARNT/TACC3 protein interaction, primary screen, biochemical, AlphaScreen, single concentration; Transforming acidic coiled-coil-containing protein 3 (Homo sapiens), Q9Y6A5; AlphaScreen His-ARNT PAS-B/GST-TACC3 binding, luminescence; TACC3 fragment carries E629A point mutation; inhibition, % at 9.99 µM; hit rate 0.66% among 390,000; AID 623870, 2012;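 active means mean inhibition of replicates at least 50% and at least half of replicates each reaching 50%; inconclusive means half or more replicates reach 50% but mean below 50%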;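 further: 0% = complete ARNT plus TACC3 wells and 100% = ARNT alone without TACC3; many hits fall short of the cut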
DENV2 CPE rescue – inhibitors of DENV2 cytopathic effect, primary screen, cell-based, plate reader, single concentration; AID 651640, 2012; hit rate 1.7% among 350,000; DENV2-infected cells, cytopathic effect rescue; CPE inhibition, % at 9.99 µM; in the data active means CPE inhibition above about 20%, passing the limit was not always enough; inconclusive means no clear call, values can overlap the other calls; tested in BHK-21 cells;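 further: 0% = median of neutral control wells and 100% = median of positive control wells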
CFTR F508del cor – F508del CFTR correction, initial screen, CFBE line, single point | CFBE cells, YFP halide quenching; stimulated with forskolin plus potentiator P3; % fluorescence drop versus neutral controls | activity (quench increase), % at 7.58 µM | hit rate 0.36% among 350,000;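 active means mean added fluorescence quench of at least 8% versus neutral control, with both replicates also reaching 8%; inconclusive means only one of the mean or replicate conditions met; inactive means mean below 8% and not both replicates reaching 8%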;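 further: cells transiently co-express mutant CFTR-F508del with the halide-sensitive YFP; corrector assay measuring rescue of mutant channel to the surface after 24 h compound exposure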
ERp5 inh – inhibitors of ERp5-driven insulin aggregation, primary screen, biochemical, turbidity, absorbance 650 nm, single point; hit rate 0.05% among 350,000; inhibition, % at 9.99 µM; 90 min; Protein disulfide-isomerase A6 (Homo sapiens), Q15084;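 active means mean replicate inhibition above about 25%, with every replicate also reaching it, limit read from the data, passing the limit was not always enough; inconclusive means only one of those two criteria met; inactive means neither criterion met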
Target sequence (Q15084 whole entry, looked up): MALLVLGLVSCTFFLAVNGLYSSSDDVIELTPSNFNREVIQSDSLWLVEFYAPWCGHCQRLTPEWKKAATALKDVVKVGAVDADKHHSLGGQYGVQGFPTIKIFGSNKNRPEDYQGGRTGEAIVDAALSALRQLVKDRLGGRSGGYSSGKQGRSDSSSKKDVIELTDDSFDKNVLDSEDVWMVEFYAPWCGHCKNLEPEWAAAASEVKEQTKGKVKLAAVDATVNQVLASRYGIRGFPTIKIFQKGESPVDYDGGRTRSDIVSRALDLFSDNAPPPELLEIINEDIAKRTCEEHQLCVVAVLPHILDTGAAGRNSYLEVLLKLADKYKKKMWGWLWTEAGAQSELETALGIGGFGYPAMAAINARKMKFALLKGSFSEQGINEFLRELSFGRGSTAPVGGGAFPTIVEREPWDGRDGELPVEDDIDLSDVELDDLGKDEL
Xi reactivation – activators of inactive X chromosome reactivation, primary screen, imaging, XiGFP fibroblasts, GFP high-content imaging, set 2; XiGFP mouse fibroblasts, % GFP-positive cells imaging, 3 d; cells co-treated with 5-aza-dC sensitizer; scaled so ellipticine positive control = 100%; activation, % at 7.58 µM; hit rate 0.055% among 360,000; AID 743238, 2013;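 active means mean normalized replicate activation at least 10% and every replicate at or above 10%; inconclusive means only one of the two criteria met; inactive means mean below 10% and not all replicates reach 10%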;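 further: 0% = median of on-plate neutral control wells and 100% = ellipticine 6 µM median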
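Assay system – SV40-immortalized XiGFP fibroblast cells, line 68-5-11 · Buffer or medium – DMEM supplemented with 5-aza-dC as sensitizing agent · Dosing – one concentration, pinned · Benchmarks – positive control ellipticine, 6 µM final · Times – 3 days compound exposure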
EWS-Fli block – EWS/Fli-driven NR0B1 reporter inhibitors, primary screen, A673 cells, NR0B1 luciferase, luminescence, MLPCN library; viability-normalised; inhibition, % at 12.6 µM; hit rate 0.67% among 350,000; AID 651661, 2012;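 active means mean inhibition of at least 50% after viability correction, with every replicate also passing that limit; inconclusive means mean reaches 50% but only one of two replicates passes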;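 further: firefly luciferase signal divided by Alamar Blue viability fluorescence both relative to DMSO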
PAX8 inh HTS – inhibitors of PAX8-driven TPO luciferase reporter, primary screen, RMG-I cells, single concentration; SteadyGlo, 24 h; inhibition, % at 12.6 µM; hit rate 1.2% among 360,000; AID 652154, 2013;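 active means mean replicate inhibition at least 60% with every replicate also reaching 60%; inconclusive means only one of the two criteria is met; inactive means mean below 60% and not all replicates reaching 60%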;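 further: luciferase light reporting Pax8 driven TPO promoter activity; plate controls were median of neutral control wells for no effect and mitoxantrone controls for full effect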
INS-1E GSIS act – GLuc luminescence reporter in INS-1E cells, primary screen for activators of glucose-dependent secretion of insulin | INS-1E GLuc reporter insulin secretion, 2-3 h | activation, % at 16.6 µM | AID 743287, 2014 | hit rate 0.61% among 370,000;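 active means lowest replicate activation of at least 40%, so every replicate reaches that level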;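 further: 0% = median of neutral control wells and 100% = median of IBMX positive control wells; some compounds called inactive have numbers as strong as hits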
An asterisk follows results filed as active; ? = inconclusive; · = not tested or not shown.

cpd	structure	EWS-Fli block	INS-1E GSIS act	ERp5 inh	CFTR F508del cor	DENV2 CPE rescue	PAX8 inh HTS	ARNT-TACC3 inh	Xi reactivation
1	CCO[C@H]1OC(C(=O)N2CCN(C)CC2)=C[C@@H](C)[C@@H]1CCCO	3	-5	-10	-2.0	1	-8	-12	0.0
2	NS(=O)(=O)c1ccc(NNC(=O)c2sccc2Cl)cc1	7	12	3	1.6	-4	1	-5	0.1
3	COCCNC(=O)C[C@H]1CC[C@H](NC(=O)NC2CCCCC2)[C@H](CO)O1	·	4	-3	0.4	3	·	·	-0.3
4	CCCC(=O)Nc1ccc(C(=O)n2ccc(C)n2)cc1	-9	-3	3	-1.6	-2	-21	4	0.0
5	C[C@H]1CN([C@@H](C)CO)C(=O)c2cc(NC(=O)Cn3cnnn3)ccc2O[C@@H]1CN(C)Cc1ccncc1	-1	22	3	1.6	3	-4	1	0.2
6	CC(=O)c1ccc(NC(=O)C2=CC(c3ccc4c(c3)OCO4)=NS(=O)(=O)N2C)cc1	·	-21	-2	-2.3	2	-46	2	0.1
7	O=C(Nc1c(C(=O)N2CCOCC2)cnn1-c1ccccc1)c1cccc(F)c1	·	34	-4	0.1	18	-12	-1	0.1
8	Cc1ccc(NC(=S)N(CCCN2CCCC2)Cc2cccn2Cc2ccc(Cl)cc2)cc1	11	2	-5	-2.2	2	2	10	3.3
9	CC(C)OC(=O)N(C)C[C@@H]1OCc2ccccc2-c2ccccc2C(=O)N([C@@H](C)CO)C[C@@H]1C	-5	13	-2	-2.7	-3	2	1	-0.3
10	COc1ccc(S(=O)(=O)N(C)C[C@@H]2OCCCC[C@@H](C)Oc3ccc(NS(=O)(=O)c4c(C)noc4C)cc3C(=O)N([C@@H](C)CO)C[C@@H]2C)cc1	6	2	1	0.8	-6	24	-1	-0.2

Next records follow:
cpd	structure	EWS-Fli block	INS-1E GSIS act	ERp5 inh	CFTR F508del cor	DENV2 CPE rescue	PAX8 inh HTS	ARNT-TACC3 inh	Xi reactivation
11	Cc1ccc(C2N(c3ccc(Cl)cc3)C(=O)N3CCCN23)cc1 (stereo not drawn)	-8	·	4	-0.4	-3	8	1	0.0
12	CCN(C(=O)COC(=O)/C=C/c1ccc(OC(F)F)c(OC)c1)C1CCS(=O)(=O)C1 (stereo not drawn)	-2	10	5	-0.5	1	2	·	0.0
13	O=C(c1cnccn1)N1CC(=O)N2[C@@H](CO)[C@@H](c3ccc(C#CCC4CCCC4)cc3)[C@@H]2C1	4	-6	-1	-1.8	-3	-9	·	0.2
14	C[C@@H]1CN([C@H](C)CO)C(=O)c2cc(NC(=O)Cc3cn(C)c4ccccc34)ccc2O[C@H]1CN(C)C(=O)Nc1cccc2ccccc12	3	-15	-4	1.2	-4	·	1	0.4
15	CCCC(=O)Nc1ccc2c(c1)OC[C@H](C)N(CC1CCOCC1)C[C@@H](C)[C@H](OC)CN(C)C2=O	0	0	-5	2.1	4	5	-7	0.1
16	O=C(c1ccco1)N1CCN(C(=O)c2cnn(-c3ccc(Cl)cc3)c2C2CCNCC2)CC1	·	5	7	0.5	6	-9	-1	0.1
17	CCNC(=O)C1CC(=O)N(Cc2ccc(F)cc2)C(=Nc2ccc(OC)cc2)S1 (stereo not drawn)	9	13	-9	-1.4	·	·	-1	·
18	Cc1ccccc1NC(=O)COc1ccc(Br)cc1CNCCCO	11	26	1	3.3	-1	4	·	-0.1
19	O=S(=O)(c1ccccc1)N1CCCCN2[C@@H](CO)[C@H](c3ccc(-c4ccccc4F)cc3)[C@@H]2C1	8	-22	0	1.9	-3	26	-3	0.4
20	COCC(=O)Nc1ccc2c(c1)C(=O)N(C)C[C@H](OC)[C@H](C)CN(Cc1cc(F)ccc1F)[C@H](C)CO2	-5	-3	-1	1.3	-1	12	7	-0.2

The results go on.
cpd	structure	EWS-Fli block	INS-1E GSIS act	ERp5 inh	CFTR F508del cor	DENV2 CPE rescue	PAX8 inh HTS	ARNT-TACC3 inh	Xi reactivation
21	C[C@@H]1CN([C@H](C)CO)C(=O)Cc2cc(NS(=O)(=O)c3ccccc3)ccc2O[C@@H]1CN(C)Cc1ccccc1	5	5	8	1.5	-10	-8	6	0.6
22	Cc1ccc([C@@H]2CC=C(C(=O)O)[C@H](c3ccccc3F)N2S(=O)(=O)c2ccc(C)cc2)cc1	-4	-33	-2	1.6	-6	-2	3	-0.1
23	CN1C(=O)NC(c2ccc(O)cc2)C2=C1CN(c1ccccc1)C2=O (stereo not drawn)	-1	43*	-8	1.5	8	0	-9	0.0
24	Cc1ccc2nc(Nc3nc(CSc4nnc(C)s4)cc(=O)[nH]3)nc(C)c2c1	-9	-1	0	1.7	-4	-3	-2	0.0
25	COc1ccc(CN(C)C[C@H]2OCCCC[C@H](C)Oc3ccc(NS(=O)(=O)c4ccc(Cl)cc4)cc3C(=O)N([C@H](C)CO)C[C@@H]2C)cc1	6	-29	0	2.7	19	-9	1	0.0
26	CC(C)NC(=O)N[C@H]1CC[C@H](CCNC(=O)C2CCC2)O[C@@H]1CO	0	1	-1	-0.6	-4	-2	-11	-0.4
27	CC(C)C(CO)N1CCN(Cc2ccccc2)CCC1=O (stereo not drawn)	-3	7	3	-5.4	10	-8	1	0.0
28	C[C@H]1CN([C@@H](C)CO)C(=O)c2cccc(NC(=O)Nc3ccc(F)cc3)c2O[C@@H]1CN(C)C(=O)Nc1ccc(C(F)(F)F)cc1	5	-32	-4	-1.6	57*	10	-15	0.0
29	COc1ccccc1OC(C)C(=O)N1CCN(Cc2ccc3c(c2)OCO3)CC1 (stereo not drawn)	3	14	-3	-0.5	0	1	-2	0.1
30	On1nnc2ccccc21	2	-16	1	-1.5	10	8	-20	0.0

Additional structures:
cpd	structure	EWS-Fli block	INS-1E GSIS act	ERp5 inh	CFTR F508del cor	DENV2 CPE rescue	PAX8 inh HTS	ARNT-TACC3 inh	Xi reactivation
31	CC[C@]1(c2ccccc2OC)ON(c2ccccc2C(F)(F)F)C1=O	23	-3	3	-4.2	-14	84*	·	0.5
32	C#CCN(C(=O)c1ccc(OC)c(OC2CCN(C(C)C)CC2)c1)C1CCCCC1	-5	10	-4	1.5	12	6	-4	0.0
33	CCNC(=S)N(CCc1c(C)[nH]c2ccc(OC)cc12)Cc1cccnc1	3	-5	1	-0.5	-1	-17	8	0.2
34	COc1ccc(CN(C)C[C@@H]2Oc3c(NC(=O)Nc4c(C)noc4C)cccc3C(=O)N([C@@H](C)CO)C[C@@H]2C)cc1	-4	20	8	-1.9	20	-10	17	-0.1
35	COc1ccc(S(=O)(=O)N(C)C[C@H]2Oc3c(NC(=O)c4nc5ccccc5s4)cccc3C(=O)N([C@@H](C)CO)C[C@H]2C)cc1	9	3	-6	2.7	0	·	-5	0.0
36	CC(=O)c1c(O)c2ccccc2n(C2CCCCC2)c1=O	18	·	-7	-2.0	4	1	1	0.0
37	O=C(CN1CCN(Cc2ccc(F)cc2Cl)C1=O)NCCc1ccccc1	-14	-6	3	4.0	3	-40	-4	0.0
38	CC(C)c1cc(C(=O)N2CCCC(N3CCN(c4ccc(F)cc4)CC3)C2)n(C)n1 (stereo not drawn)	·	-11	-7	3.6	-6	19	-1	0.0
39	Nc1cc(=O)[nH]c2nnc(SCC(=O)Nc3cccc4ccccc34)n12	10	-6	-4	-0.4	-4	2	6	0.4
40	O=S(=O)(NN=C1CCCCCC1)c1ccccc1	·	1	2	0.0	1	4	-3	0.1

Next entries.
cpd	structure	EWS-Fli block	INS-1E GSIS act	ERp5 inh	CFTR F508del cor	DENV2 CPE rescue	PAX8 inh HTS	ARNT-TACC3 inh	Xi reactivation
41	COc1ccc(/C=C/C(=O)NCc2ccc3c(c2)OCO3)cc1OC	2	-8	1	0.3	-4	2	0	-0.1
42	Cc1ccc2nc3n(c(=O)c2c1)CCC3	7	-4	2	-0.3	8	·	3	·
43	O=C(CSc1nnc(C2CC2)n1Cc1ccccc1)N1CCNC1=O	-4	28	-4	7.8	1	·	2	0.8
44	COc1ccc2c(CC(=O)Nc3ccccc3N3CCOCC3)coc2c1	4	-12	5	-0.8	-4	12	-6	·
45	Cc1cccc(N(CC(=O)NCc2ccco2)S(=O)(=O)c2ccccc2)c1	-2	-11	1	0.9	19	-8	·	0.0
46	Cc1cc(C(=O)CCC(=O)NCC2COc3ccccc3O2)c(C)s1 (stereo not drawn)	1	-9	-3	1.1	1	-7	-1	0.2
47	COc1ccc(SC[C@H](Cc2ccccc2)N2CC[C@@H](C(C)(C)C)CCC2=O)cc1	20	21	1	2.4	-27	-15	-25	-0.2
48	O=C(Nc1ccc(-c2ccc([N+](=O)[O-])cc2)cc1)c1ccccc1F	-17	27	-4	-1.6	-3	-34	-6	0.3
49	CC1(NC(=O)Cc2c(F)cccc2Cl)CCS(=O)(=O)C1 (stereo not drawn)	0	20	-3	-2.5	0	-3	0	0.1
50	Cc1noc(C)c1NC(=O)N(C)C[C@H]1Oc2ccc(NC(=O)NC(C)C)cc2CC(=O)N([C@@H](C)CO)C[C@@H]1C	-7	0	5	-1.1	-2	-55	2	-0.3

New compounds follow:
cpd	structure	EWS-Fli block	INS-1E GSIS act	ERp5 inh	CFTR F508del cor	DENV2 CPE rescue	PAX8 inh HTS	ARNT-TACC3 inh	Xi reactivation
51	CC(C)C(C(=O)NCc1ccco1)N(C(=O)CNS(=O)(=O)c1ccccc1)c1ccccc1 (stereo not drawn)	2	-14	6	-1.1	-1	-12	-6	0.0
52	CC(C)(C)c1nc(SCC(=O)Nc2ccc3c(c2)OCCO3)c2ccccc2n1	4	-9	4	1.9	1	·	·	·
53	CC(C)(C)CC(=O)Nc1nnc(SCC(=O)NCc2cccs2)s1	8	-5	-2	0.3	?	23	-4	0.0
54	CN(Cc1cccs1)C(=O)CNC(=O)c1ccco1	-22	5	14	-1.5	4	-49	-4	0.1
55	O=C(c1cc(COc2ccc(F)cc2F)on1)N1CC2C[C@@H]3CC1C[C@H](C2)C3	-75	-12	5	1.7	-2	-182	-5	0.1
56	Cc1noc(C)c1S(=O)(=O)Nc1ccc2c(c1)C(=O)N([C@@H](C)CO)C[C@H](C)[C@H](CN(C)Cc1ccc(C(F)(F)F)cc1)OCCCC[C@@H](C)O2	·	-6	3	2.6	7	36	0	0.0
57	CCCc1cc(=O)[nH]c(SCC(=O)Nc2cc(S(=O)(=O)N3CCCCC3)ccc2Cl)n1	14	-8	4	1.7	-4	4	-8	0.0

Screens as filed in PubChem.

Compounds were not picked by outcome. Share with any hit: about 4.2%.
